RSV CPE inhibition: inhibition of RSV-induced cytopathic effect – HEp-2 cells, primary 10 µM value included (AID 2391). HEp-2 cells, RSV-induced CPE inhibition; higher % means a stronger effect. 310,000 compounds, 0.13% hits. one-dose CPE inhibition, % at 10 µM; IC50 in µM for titrated hits; in the data active means a potency from the dose series; inconclusive means CPE inhibition mostly from about 23% at the one dose, without a potency; inactive means the rest, 99 in 100 with CPE inhibition below about 21%; further: strong numbers were not always called active
West Nile virus CPE: inhibition of WNV-induced cytopathic effect – cell-based, CPE readout (AID 1621) | CPE inhibition, % at 10 µM; hits with a dose series show IC50 in µM | 290,000 compounds, 0.02% hits | West Nile virus-infected cells, CPE inhibition; higher % means a stronger effect; in the data active means a potency from the dose series; inconclusive means CPE inhibition mostly from about 3.7% at the one dose, without a potency; inactive means the rest, 99 in 100 with CPE inhibition below about 2.2%; further: strong numbers were not always called active
MgcRacGAP inhibition: MgcRacGAP GTPase-activating activity inhibitors, confirmation, biochemical, ADP Hunter fluorescence. MgcRacGAP-stimulated Rac1 GTP hydrolysis, ADP Hunter fluorescence; higher % means a stronger effect; GST-tagged Rac1 F28L mutant substrate. AID 624330. 340,000 compounds, 0.6% hits. inhibition, % at 30 µM; hits with a dose series show IC50 in µM;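 active means first-screen hits whose inhibition reached a set limit at any dose in the follow-up dose series; inconclusive means inhibition above the set first-screen limit but never retested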;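 further: fluorescence reports GDP produced by GAP-driven GTP hydrolysis; strong numbers were not always called active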
Large T inhibition: SV40 large T antigen inhibitors, biochemical (AID 1903) | 310,000 compounds, 0.39% hits | SV40 large T antigen ATPase/helicase inhibition assay; higher % means a stronger effect | inhibition, % at 20 µM, or IC50 in µM where a hit was titrated; in the data active means a potency from the dose series; inconclusive means inhibition mostly from about 32% at the one dose, without a potency; inactive means the rest, 99 in 100 with inhibition below about 32%; further: strong numbers were not always called active
Salmonella PhoP GFP: inhibitors of PhoP regulon expression, primary screen, Salmonella Typhimurium, GFP reporter (AID 1863) | 300,000 compounds, 0.16% hits | S. Typhimurium PhoP-regulated promoter GFP reporter, 4 h; higher % means a stronger effect | inhibition, % at 50 µM, or IC50 in µM where a hit was titrated;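 active means inhibition over 29.93%, a cutoff 3 SD above the screen mean, later confirmed by dose response; inconclusive means inhibition over 29.93% but no dose response follow-up; inactive means inhibition at most 29.93% or unconfirmed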;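 further: 0% = low Mg2+ inducing control and 100% = high Mg2+ repressing control; strong numbers were not always called active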
NS5 inhibitors: flavivirus cap methylation enzyme inhibition – biochemical, confirmation dose response, primary screen (AID 588689); Dengue-2 NS5 methyltransferase capping enzyme assay, biochemical; higher % means a stronger effect; one-dose inhibition, % at 25 µM; IC50 in µM for titrated hits; 340,000 compounds, 0.3% hits; in the data active means a potency from the dose series; inconclusive means inhibition above about 29% without an active follow-up result
UTI89 phage lysis: inhibition of K1F phage lysis, E. coli UTI89, bacterial capsule biogenesis inhibitors, alamar blue (AID 488966); E. coli UTI89 K1F phage lysis, alamar blue, 2 h; higher % means a stronger effect; inhibition, % at 100 µM, or IC50 in µM where a hit was titrated; 340,000 compounds, 0.02% hits;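 active means phage lysis inhibition, versus mean bacterial control, above a set limit; inconclusive means no clear call, values can overlap the other calls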;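 further: capsule biogenesis inhibitors block K1F phage lysis so surviving cells raise fluorescence; higher fluorescence means more inhibition of phage lysis; actives were called in the ten point dose series up to 300 µM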
NTR1 ag: agonists of NTR1, primary screen, imaging, U2OS cells, beta-arrestin-GFP, high content (AID 493036); activation, % at 20 µM; 330,000 compounds, 0.17% hits; P30989; NTR1-U2OS beta-arrestin-GFP spot imaging, agonist mode;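 active means activation at or above 40% of the spot to cytoplasm intensity ratio, with at least 20 cells analyzed; inconclusive means wells under 20 cells, flagged as cytotoxic or low count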;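 further: 0% = DMSO without peptide and 100% = 100 nM NTR1 peptide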
Target sequence (P30989 whole entry, looked up): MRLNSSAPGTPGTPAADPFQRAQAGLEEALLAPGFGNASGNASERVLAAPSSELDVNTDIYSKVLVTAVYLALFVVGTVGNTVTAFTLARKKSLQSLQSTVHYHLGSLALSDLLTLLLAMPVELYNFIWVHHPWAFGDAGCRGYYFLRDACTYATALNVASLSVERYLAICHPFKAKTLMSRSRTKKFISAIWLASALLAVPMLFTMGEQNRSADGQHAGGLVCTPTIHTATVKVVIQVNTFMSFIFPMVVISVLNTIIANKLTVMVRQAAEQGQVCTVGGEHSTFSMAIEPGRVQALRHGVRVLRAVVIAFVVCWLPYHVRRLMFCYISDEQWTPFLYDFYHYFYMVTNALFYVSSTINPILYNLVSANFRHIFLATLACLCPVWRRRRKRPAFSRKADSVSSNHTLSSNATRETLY
T cell modulator: modulates CD8 T cell binding to vesicles; 2C CD8+ T cell-vesicle binding, flow cytometry; stronger effect = lower value; calls only at 7 µM; 330,000 compounds, 0.068% hits;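 active means response, share of CD8 T cells binding vesicles, and their 90th percentile fluorescence all below set limits, cut at about 80% in these data, passing the limit was not always enough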
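incubation = binding step 1.5 h, 37 °C, antibody labelling 20 min, ice | test system = 2C mouse CD8+ T cells | read-out basis = percent CD8+ FL2 mean versus row control | controls = Peptide-free naked vesicles (low) and QL9 vesicles with 0.7% DMSO vehicle (high) | detection = flow cytometry of vesicle-bound cells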
T cell modulator vesicle-bound %: further read-out of T cell modulator, marked with its call; double positive events, %; measured here: CD8+ vesicle-bound cell fraction;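 binding gate set so that unloaded-vesicle control wells show 10% double positive cells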
NTR1 ag cell count 20 µM: second read-out of NTR1 ag, no call of its own (marks repeat the call); cell count; measured here: cell count, cytotoxicity flag
NS5 inhibitors pilot replicate: further read-out of NS5 inhibitors, marked with its call; inhibition, %; measured here: pilot screen replicate inhibition
* marks the source's active call; other numbers are inactive results; i = inactive; ? = inconclusive; · = not tested or not shown; [ ] = remark or other dose.

SMILES	RSV CPE inhibition	West Nile virus CPE	MgcRacGAP inhibition	Large T inhibition	Salmonella PhoP GFP	NS5 inhibitors	UTI89 phage lysis	NTR1 ag	NTR1 ag cell count 20 µM	T cell modulator	T cell modulator vesicle-bound %	others
CC1(C(=O)OCC(=O)Nc2ccc(C(N)=O)cc2)CC1(Cl)Cl (centres undefined)	3.8%	0.3%	3%	14%	0%	-2%	0.3%	-0.7	77	i	43
COc1cccc(C(c2sc3ncnn3c2O)N2CC(C)OC(C)C2)c1 (centres undefined)	0.9%	-0.2%	7%	6%	8%	0%	1.0%	1.2	57	i	53
O=C(O)CCn1c(C(=O)O)cc2sccc21	-0.1%	0.5%	-3%	31%	-16%	-6%	-1.2%	-1.5	64	i	24
Cc1ccc(NC(=O)C2C3CC4OC(=O)C2C4C3)cc1Cl (centres undefined)	1.4%	0.5%	-9%	0%	-4%	-9%	-0.1%	-2.1	44	i	41
Cc1cc(C)n(-c2ccc(S(N)(=O)=O)cc2[N+](=O)[O-])n1	1.6%	-0.5%	2%	20%	10%	-2%	0.2%	-0.3	53	i	50
COc1ccc2[nH]cc(CCN3C(=O)c4ccc(C(=O)O)cc4C3=O)c2c1	0.9%	-0.1%	10%	0%	-3%	-10%	1.7%[50 µM]	5.2	94	i	16
C/C(CC(=O)Nc1ccc2c(c1)OCCO2)=N\NC(=O)COc1cccc(C)c1	0.7%	-0.8%	4%	6%	-2%	-7%	0.0%	0.2	42	i	53
COc1cccc(/C=N/n2cnc3ccccc32)c1OC	3.9%	1.6%	6%	15%	-6%	-5%	0.7%	0.5	89	i	40	NS5 inhibitors pilot replicate=-2.4
O=S(=O)(Nc1ccc2cn[nH]c2c1)c1ccc(Cl)cc1	7.4%	-0.9%	1%	9%	-8%	-3%	-3.0%	0.6	52	i	1
CCn1c(-c2ccccc2)c[nH]c1=S	2.4%	0.0%	18%	2%	17%	-10%	-0.1%	0.4	50	i	59

Continued (2 carried over from the part before).
SMILES	RSV CPE inhibition	West Nile virus CPE	MgcRacGAP inhibition	Large T inhibition	Salmonella PhoP GFP	NS5 inhibitors	UTI89 phage lysis	NTR1 ag	NTR1 ag cell count 20 µM	T cell modulator	T cell modulator vesicle-bound %	others
O=S(=O)(Nc1ccc2cn[nH]c2c1)c1ccc(Cl)cc1	7.4%	-0.9%	1%	9%	-8%	-3%	-3.0%	0.6	52	i	1
CCn1c(-c2ccccc2)c[nH]c1=S	2.4%	0.0%	18%	2%	17%	-10%	-0.1%	0.4	50	i	59
O=Cc1ccc(Oc2nc(Cl)ncc2F)cc1	0.7%	-0.1%	-4%	12%	1%	-6%	-0.3%	2.2	63	i	60
O=C(Nc1ccc(F)cc1)c1cc(S(=O)(=O)Nc2ccc(F)cc2)cs1	8.2%	-0.5%	5%	26%	-6%	1%	-1.2%	9.6	34	i	31
COc1ccc2c(c1)O[C@H](c1ccc3c(c1)OCO3)[C@@H](OC(=O)N[C@H](C)C1CCCCC1)C2=O	-1.4%	·	·	10%	3%	·	·	1.4	98	i	17
CC(CCc1ccccc1)NC(=O)c1ccc(Cl)nc1 (centres undefined)	-0.1%	0.2%	-6%	4%	4%	-11%	1.6%	0.8	66	i	48
CC(Oc1ccc(Cl)cc1)C(=O)Nc1ccc(S(=O)(=O)Nc2nccs2)cc1 (centres undefined)	4.6%	0.2%	5%	4%	7%	-17%	0.1%	3.0	68	i	43
CC1CCC2C(=O)N(c3ccc(NC4CCCCC4)c([N+](=O)[O-])c3)C(=O)C2C1 (centres undefined)	15%	-0.6%	4%	9%	-4%	-8%	-0.4%	3.5	45	i	55
COc1ccc(CCN(Cc2ccc(C(C)C)cc2)S(=O)(=O)c2ccc(S(=O)(=O)N(C)C)cc2)cc1OC	5.2%	-0.7%	9%	16%	-5%	-13%	1.4%	5.1	47	i	42
CN1CCC(NC(=O)c2ccncc2)CC1	1.9%	1.1%	5%	2%	3%	-5%	0.1%	1.9	66	i	57
O=C(O)CC12CSc3[nH]c(=O)sc3C1c1ccccc1OC2=O (centres undefined)	2.1%	1.0%	·	23%	?	·	·	·	·	i	30
O=C(Nc1ccccc1)C(=O)Nc1cccnc1	0.3%	0.3%	-2%	15%	-12%	-1%	0.5%	1.5	60	i	39
C(=C\c1ccccc1)/CN1CCN(Cc2nc(Cc3ccccc3)no2)CC1	2.7%	-2.1%	4%	8%	-4%	-9%	0.2%	0.6	88	i	55
COC(=O)c1c(C)cc(C)c2c1CC(C)(C)C2=O	1.6%	0.3%	4%	4%	-4%	-7%	0.7%	0.0	50	i	26
COc1nc(C)nc(C)c1Oc1ccc(Cl)cc1Cl	-0.5%	0.6%	·	14%	-5%	·	·	-1.4	48	i	15
Cc1csc(NC(=O)CSc2ccc3nnc(-c4ccncc4)n3n2)n1	7.9%	-0.3%	3%	22%	3%	7%	0.0%	-1.0	93	i	54
CCOC(=O)CC(NS(=O)(=O)Cc1ccccc1)c1ccc(C)cc1 (centres undefined)	0.6%	-0.8%	5%	14%	-7%	·	-0.1%	-0.6	46	i	33
Nc1ccc(C(=O)OCc2nc3c(ccc4ccccc43)[nH]2)cc1	13%	0.0%	14%	27%	3%	-4%	-1.1%	3.4	55	i	28
O=C(Nc1nnc(-c2ccccc2F)s1)c1ccccc1F	0.2%	0.1%	6%	-9%	·	1%	0.2%	29	96	i	48
COc1ccc2c(c1)C=C(CN1CCC(CO)(CCc3ccccc3)CC1)CO2	13%	-0.5%	8%	25%	-5%	-21%	2.3%	2.2	51	i	48
COCCNC(=O)c1c(CS(=O)(=O)c2ccccc2)noc1C(=O)NCc1ccccc1	1.3%	·	5%	4%	·	2%	-0.1%	0.0	39	·	·
O=C(NCCCc1ccccc1)[C@@H]1Cc2ccccc2CN1	1.2%	0.5%	-3%	5%	-3%	-2%	-0.5%[50 µM]	-0.6	52	i	19
O=C(COc1nc2ccccc2nc1N1CCOCC1)Nc1cccc(S(=O)(=O)N2CCCCC2)c1	16%	1.2%	5%	1%	1%	-1%	0.9%	1.9	61	i	49
COc1ccc(NC(=O)c2cn(C)c(=O)c3cc(OC)c(OC)cc23)c(OC)c1	1.6%	1.0%	9%	19%	7%	-1%	-0.2%[50 µM]	1.0	77	i	20
Cc1noc(C)c1CC(=O)N1CCCC(C(=O)c2ccc(C(C)(C)C)cc2)C1 (centres undefined)	7.3%	-1.7%	-3%	4%	4%	-4%	0.2%	-0.5	88	i	56
CC(C)CNC(=S)NC1CC2CCCC(C1)N2C1CCCCC1 (centres undefined)	0.1%	-0.3%	-2%	-2%	1%	2%	-0.1%	0.3	42	i	33
Cc1ccc(NC(=O)OCC(F)(F)C(F)F)cc1NC(=O)OCC(F)(F)C(F)F	-0.1%	-0.4%	3%	8%	-9%	12%	0.2%	1.4	74	i	30	NS5 inhibitors pilot replicate=-1.4
Clc1ccccc1N1CCN(c2ncnc3nc[nH]c23)CC1	-0.6%	·	14%	2%	12%	-1%	-0.1%	-2.3	45	i	27
Cc1ccc(S(=O)(=O)N2CCOCC2)cc1C(=O)OCC(=O)NCc1ccc2c(c1)OCO2	-0.3%	·	4%	·	·	-7%	0.8%[50 µM]	0.6	63	i	35
CCOc1ccccc1NC(=O)C(OC(=O)c1ccccc1NS(=O)(=O)c1cccs1)c1ccccc1 (centres undefined)	5.8%	-1.1%	-7%	11%	2%	-5%	-0.5%	-0.5	44	i	43
C=CC[C@H](CC(=O)N(CCO)Cc1ccccc1)C(=O)N[C@@H](COC(=O)[C@H](CC=C)CC(=O)OC(C)(C)C)Cc1c[nH]c2ccccc12	·	·	1%	·	·	14%	4.4%	19	48	i	20
O=C(c1cccs1)C1CCCN(Cc2nc(Cc3ccccc3F)no2)C1 (centres undefined)	0.8%	-1.5%	3%	-4%	8%	-7%	-0.3%	-1.2	87	i	58
CCN(CC)C(=O)CNc1ccc(C(F)(F)F)cc1[N+](=O)[O-]	1.0%	-0.9%	6%	15%	-3%	12%	3.1%	-0.4	65	i	44
CCCCn1c(SCC(=O)N2CCOCC2)nnc1-c1cccs1	0.3%	-0.4%	8%	0%	-11%	0%	14%	0.5	68	i	36
CC1(C)CN(c2cccc(-c3ccnc4ncnn34)c2)C1=O	0.0%	0.2%	0%	7%	3%	4%	0.3%	1.3	55	i	24
COCCCn1c(=O)/c(=C\c2ccccc2OC(F)F)s/c1=C(/C#N)C(=O)N1CCOCC1	0.5%	-0.4%	10%	7%	4%	-3%	0.2%	-0.6	35	i	54
NC(=O)c1sc2nc3c(cc2c1N)CCC3	3.6%	-0.8%	10%	12%	5%	-6%	0.2%	2.3	79	i	36
COc1ccc(NC(=O)c2ccc(COc3ccccc3Br)o2)cc1OC	2.0%	-0.2%	8%	-2%	-6%	1%	0.3%	4.7	35	i	34
C=CCn1c(SCc2nc3ccccc3c(=O)[nH]2)nnc1-c1cc2cc(Cl)ccc2o1	0.7%	-0.1%	12%	5%	-5%	-4%	0.7%	4.4	48	i	17
Cc1ccc(CC(=O)NCCC(=O)O)cc1	-1.1%	-0.1%	-10%	7%	-5%	-5%	0.0%	1.2	44	i	15
CC(=O)Nc1ccc(N(C(=O)CNC(=O)c2ccco2)C(C(=O)NC2CCCC2)c2ccco2)cc1 (centres undefined)	0.7%	-0.5%	-3%	6%	-2%	-5%	-0.4%	2.0	49	i	28
Cc1onc(-c2ccccc2)c1C(=O)OCC(=O)N(C)c1c(N)n(Cc2ccccc2)c(=O)[nH]c1=O	-1.2%	·	-1%	2%	2%	12%	0.5%[50 µM]	-0.3	57	i	12
COc1ccccc1CNCC(=O)N1CC(=O)Nc2ccccc21	-0.9%	0.5%	143µM*	2%	-1%	0%	-0.4%	0.2	25	i	25
O=C(CNC(=O)c1ccccc1)NCC1COc2ccccc2O1 (centres undefined)	-1.7%	0.2%	4%	2%	9%	-1%	-0.1%	0.0	36	i	31

Assay outcomes: PubChem BioAssay, several laboratories

Outcome played no part in choosing rows; 1.5% or so of the library scored in one or more.
